High-throughput results deposited in PubChem BioAssay by several laboratories.
RTF Ca sens act = increases calcium sensitivity of human cardiac regulated thin filaments | P19429+P45379 | IANBD-labeled TnC RTF fluorescence at EC20 calcium; 0% EC20 calcium, 100% full calcium | activation, % at 7.2 µM | actives 0.24% (n = 340,000);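 active = activation above the mean over all tested compounds plus 3 SD, cut at about 30% in these data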;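 also: rise in fluorescence read as greater calcium sensitivity of cardiac thin filaments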
SR-BI DiI-HDL act = SR-BI HDL lipid transfer activation | actives 0.096% (n = 320,000) | AID 504775 | CHO ldlA[mSR-BI] cells, DiI-HDL uptake fluorescence, 3 h; 100 = double the neutral-control signal | activation, % at 12.5 µM;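 active = mean replicate activation of at least 60% and every replicate at or above 60%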;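 also: 0% = median plate neutral-control signal and 100% = twice that signal; values of inactives mirror those of a sister screen read the other way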
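Material: SR-BI-overexpressing, LDLR-lacking CHO cells; schedule: compound exposure 3 h, 37 °C; reagent: DiI-labelled HDL at 10 µg/mL final; technique: bottom-read fluorescence, 550/595 nm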
CDK5 inh = CDK5/p35 (human) kinase inhibition | Q00535+Q15078 | Recombinant CDK5/p35, ADP-Glo luminescence, 60 min | inhibition, % at 10 µM | actives 0.01% (n = 330,000);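 active = highest replicate inhibition of at least 50% and at least 75% of replicates reaching 50%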;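 also: plate controls were DMSO neutral control for no effect and GW8510 at 10 µM for full effect; many of its hits are not listed in these tables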
Target sequence (Q00535 whole entry, looked up): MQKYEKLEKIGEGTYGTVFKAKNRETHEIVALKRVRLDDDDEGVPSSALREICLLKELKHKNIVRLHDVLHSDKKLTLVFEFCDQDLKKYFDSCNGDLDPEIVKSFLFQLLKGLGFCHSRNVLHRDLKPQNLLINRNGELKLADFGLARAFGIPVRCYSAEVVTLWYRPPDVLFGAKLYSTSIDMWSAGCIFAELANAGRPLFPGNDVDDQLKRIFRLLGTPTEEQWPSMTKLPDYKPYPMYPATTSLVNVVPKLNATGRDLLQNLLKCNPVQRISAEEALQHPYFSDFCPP
Target sequence (Q15078 whole entry, looked up): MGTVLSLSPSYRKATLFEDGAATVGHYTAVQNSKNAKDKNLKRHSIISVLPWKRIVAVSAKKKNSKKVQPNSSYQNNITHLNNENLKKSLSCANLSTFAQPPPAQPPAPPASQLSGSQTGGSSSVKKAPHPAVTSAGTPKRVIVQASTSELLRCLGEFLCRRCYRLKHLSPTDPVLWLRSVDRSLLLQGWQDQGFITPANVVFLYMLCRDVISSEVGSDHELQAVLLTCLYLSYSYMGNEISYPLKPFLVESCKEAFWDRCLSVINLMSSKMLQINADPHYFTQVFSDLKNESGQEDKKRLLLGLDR
SR-BI DiI inh = blocks mouse SR-BI lipid uptake from DiI-HDL; inhibition, % at 12.5 µM; AID 488896; Q61009; actives 0.96% (n = 320,000); ldlA[mSR-BI] CHO cells, DiI-HDL uptake fluorescence, 3 h;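 active = mean replicate inhibition of at least 70% and a set share of replicates each scoring 70 or more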;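 also: 0% = median of neutral control wells and 100% = median of positive control wells; values of inactives mirror those of a sister screen read the other way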
Rtt109 HAT inh = inhibitors of Candida albicans Rtt109/Vps75 histone acetyltransferase. inhibition, % at 34.9 µM. AID 540336. actives 0.16% (n = 330,000). purified Rtt109/Vps75, ThioGlo CoA-SH fluorescence, 4 h;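 active = inhibition of at least 50% in every replicate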
Target sequence (Q5AAJ8 whole entry, looked up): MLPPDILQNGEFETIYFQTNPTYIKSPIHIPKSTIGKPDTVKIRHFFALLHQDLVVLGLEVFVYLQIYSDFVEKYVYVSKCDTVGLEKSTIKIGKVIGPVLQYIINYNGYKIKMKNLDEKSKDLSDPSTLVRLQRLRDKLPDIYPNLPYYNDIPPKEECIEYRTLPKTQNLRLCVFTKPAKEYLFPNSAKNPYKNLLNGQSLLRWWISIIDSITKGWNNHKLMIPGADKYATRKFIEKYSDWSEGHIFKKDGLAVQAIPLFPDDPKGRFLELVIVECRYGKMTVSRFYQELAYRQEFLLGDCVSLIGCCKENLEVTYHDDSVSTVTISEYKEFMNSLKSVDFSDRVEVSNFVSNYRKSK
Wnt bcat act = Wnt/beta-catenin pathway activation; actives 1.2% (n = 300,000); AID 743398; Wnt/beta-catenin reporter cell assay, activator, plate reader; activation, % at 9.35 µM; in the data active = activation above about 30%, passing the limit was not always enough;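 also: 0% = neutral control wells and 100% = positive control wells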
PvdQ inh = blocks Pseudomonas aeruginosa PvdQ acylase activity; purified PvdQ acylase, fluorescence plate reader; inhibition, % at 10 µM; actives 0.063% (n = 340,000); AID 488965; in the data active = inhibition above about 30%, passing the limit was not always enough;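 also: 0% = vehicle neutral wells and 100% = reference inhibitor wells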
MITF act = increases MITF-driven TRPM1 promoter luciferase signal; SK-MEL-5 TRPM1-promoter luciferase, 24 h; % of positive control, neutral wells = 0; activation, % at 12.5 µM; actives 0.75% (n = 300,000);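 active = mean activation of at least 80% with every replicate also reaching 80%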;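 also: 0% = neutral control wells and 100% = parthenolide positive control wells; values of inactives mirror those of a sister screen read the other way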
dFosB activator = mouse delta FosB homodimer activation; P13346; AID 493131; purified delta FosB, TAMRA-CDK5 oligo fluorescence polarization; percent of positive-control signal above neutral wells; actives 0.99% (n = 340,000); activation, % at 25 µM;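 active = mean activation above about 17%, with every replicate also reaching it, limit read from the data, passing the limit was not always enough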;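 also: fluorescence polarization rise as delta FosB binds a TAMRA Cdk5 AP-1 oligo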
HTR5A ag = HTR5A agonism, opioid heterodimer counter-screen; HTR5A agonist assay, luminescence, cell-based; activation, % at 9.3 µM; actives 0.61% (n = 340,000); AID 504692; in the data active = activation mostly above about 9.5%, no sharp cut-off; inactive = mostly below about 7.6%;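 also: 0% = cells with vehicle only and 100% = reference agonist; strong numbers were not always called active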
An asterisk follows results filed as active; nt = no result given.

SMILES	RTF Ca sens act	SR-BI DiI-HDL act	CDK5 inh	SR-BI DiI inh	Rtt109 HAT inh	Wnt bcat act	PvdQ inh	MITF act	dFosB activator	HTR5A ag
c1ccc(-c2c(-c3ccccc3)n(Cc3ccco3)c3ncnc(NCCCn4ccnc4)c23)cc1	-2	0	-2.2	0	29	nt	-14	-6	-6	4
CN(Cc1ccc(OCC(O)CN2CCCCC2)cc1)Cc1ccnc2ccccc12 (stereo not drawn)	4	-24	-1.0	24	3	0	-4	-15	-9	-1
COc1ccc(CCn2c(C)c(C(C)=O)c3cc(OC(=O)c4ccco4)ccc32)cc1OC	-5	-18	-1.9	18	6	nt	-16	-5	0	3
COc1ccc(CN2CCN(C3CCSCC3)CC2CCO)c(C)c1C (stereo not drawn)	-4	8	2.0	-8	10	-3	-13	3	-7	-4
O=C(NCc1ccco1)/C(=C/c1cccc(C(F)(F)F)c1)c1nc2ccccc2[nH]1	2	24	-1.5	-24	8	-6	3	-48	-9	1
COc1ccc(CCN2CNc3c(c(=O)n(C)c(=O)n3C)C2)cc1OC	2	21	1.1	-1	-3	1	-8	5	-1	-4
CCC(=O)NC(=S)Nc1ccc(-c2nc3ccccc3s2)cc1	0	27	-2.0	-27	-2	nt	-20	55	9	1
COc1ccccc1NC(=O)CSc1nc2ccccc2c(=O)n1CC1CCCO1 (stereo not drawn)	-2	nt	-0.9	nt	7	-3	-8	6	-6	-2
COc1cc(/C=C/C(=O)OCC(=O)c2c(N)n(C)c(=O)n(C)c2=O)ccc1O	3	-40	0.6	40	-1	nt	4	-8	-5	0
Cc1ccc2c(c1)N(CC(=O)NC1CCC(C)CC1)C(=O)c1cccnc1O2 (stereo not drawn)	2	19	0.8	-19	20	6	2	4	-12	-1
O=C(C(=O)N1CCOCC1)c1cn(CCOc2ccccc2)c2ccccc12	1	-13	-0.5	13	-16	-1	-21	-13	-5	-3
CC1(C)C/C(=N/Nc2ccc([N+](=O)[O-])cc2[N+](=O)[O-])C(C)(C)O1	-1	6	1.1	-6	-1	0	-6	-11	-3	-7
COc1cccc(C2Nc3cc(Cl)c(S(N)(=O)=O)cc3S(=O)(=O)N2)c1 (stereo not drawn)	-1	-6	-1.3	6	-1	-2	-20	0	-1	0
CC1(C(=O)Nc2nc3ccc(S(C)(=O)=O)cc3s2)CC1(Cl)Cl (stereo not drawn)	3	-3	-1.0	3	4	-1	0	-5	-5	10
CC(NC(=O)COC(=O)c1cc(=O)[nH]c2ccccc12)c1ccccc1 (stereo not drawn)	-2	21	-0.5	-21	0	-11	-1	-7	5	-5
Cc1cc2nnn(-c3nnc(-c4ccccc4)c4ccccc34)c2cc1C	1	-43	0.8	43	-3	-2	-4	nt	-3	6
CC(=O)c1c(C)[nH]c(C(=O)OCC(=O)N(C)C)c1C	1	18	0.5	-18	-2	nt	-3	0	-4	-3
O=C(CSc1nc(-c2cccs2)cc(C(F)(F)F)n1)Nc1cc(OCC(F)(F)C(F)F)cc([N+](=O)[O-])c1	12	-55	2.0	55	8	nt	0	0	4	2
O=C(NCC(=O)N1CCN(S(=O)(=O)c2ccccc2F)CC1)c1ccc(Br)o1	3	8	-0.4	-8	0	1	-7	-9	-1	-6
O=c1[nH]c2ccccc2cc1-c1noc(-c2cccnc2)n1	0	0	0.0	0	nt	4	-13	nt	3	0
CCCc1cc2c(=O)c(-c3ccccn3)coc2cc1OC	4	-7	-0.4	7	1	53*	3	116*	1	12
O=C(CSc1nc2ccccc2[nH]1)NCCCn1ccnc1	-8	14	2.3	-14	3	-3	4	0	-2	2
CCN1C[C@@H]2[C@@H]3C(=O)N(Cc4ccccc4)C(=O)[C@@H]3[C@](C)(C1=O)N2C(=O)c1ccc(C(F)(F)F)cc1	4	nt	-1.1	nt	1	1	-9	5	0	-1
CCN(Cc1ccccc1)C(c1cc2ccc(C)cc2[nH]c1=O)c1nnnn1CCOC (stereo not drawn)	-2	20	0.1	-20	nt	nt	5	nt	-6	1
O=C(O)/C=C/c1cccc(OCc2ccccc2)c1	-4	19	1.1	7	3	1	-9	5	0	0
CCc1ccc(N(C(=O)c2csnn2)C(C(=O)NC(C)(C)C)c2ccncc2)cc1 (stereo not drawn)	0	35	-0.7	-35	-3	nt	-14	4	4	1
CC1(C)CC(=O)C=C(Nc2cccc(O)c2)C1	-1	21	-0.3	-21	-11	nt	-16	-10	3	-1
CC(=O)c1ccc(OC(C)c2nc3ccccc3s2)cc1 (stereo not drawn)	0	nt	0.0	nt	6	6	-12	39	-11	2
COC(=O)c1ccc(CNC(=O)CCC(=O)N2CCOCC2)cc1	11	-2	-4.8	2	0	0	-4	-2	2	0
O=C(CN1CCOCC1)Nc1nc2cc([N+](=O)[O-])ccc2s1	9	-2	-4.0	2	-35	7	0	0	5	-3
CCCCc1nc2c(=O)[nH]c3ccccc3c2o1	1	24	0.0	-24	-11	nt	-16	28	-12	1
Cc1cc2oc(=O)cc(CN3CCCCC3C)c2cc1Cl (stereo not drawn)	-1	-18	-2.0	18	-3	0	-18	nt	1	2
Cc1noc(C)c1S(=O)(=O)N(C)C[C@H]1Oc2c(NC(=O)NC(C)C)cccc2C(=O)N([C@H](C)CO)C[C@@H]1C	7	15	-2.9	-15	-1	-2	-1	7	-2	0
CC(=O)Nc1ccc(NC(=O)CC(C)n2ccnc2)cc1 (stereo not drawn)	-3	10	0.2	-10	0	-1	-7	0	4	-1
Cc1ccccc1-c1nc(CS(=O)CC(=O)NC2CCCCC2)c(C)o1 (stereo not drawn)	0	42	-1.1	-42	21	-3	8	-5	-8	1
Cc1nc(NCc2ccco2)[nH]c(=O)c1CCC(C)C	-2	7	0.1	-7	10	nt	2	9	-1	5
C=CCN(C(=O)Cn1c(C(=O)OC)cc2oc(C)cc21)c1ccccc1	7	-1	-2.8	1	-1	1	-8	-5	-2	-2
CN(C)C(CNC(=O)c1ccc(C(=O)c2ccccc2)cc1)c1ccccc1 (stereo not drawn)	-5	nt	2.6	nt	54*	1	11	4	-1	-3
Cc1ccc(-c2c(C)n([O-])c3c([n+]2=O)CCCCC3)cc1	3	-9	1.4	9	-6	-2	-10	-2	0	-2
CC1(C)C=C(c2ccc(C=O)s2)CC(C)(C)N1	-5	7	0.0	-7	-20	nt	-10	-4	-1	1

Reformatted in markdown: entries from further up
| molecule | RTF Ca sens act | SR-BI DiI-HDL act | CDK5 inh | SR-BI DiI inh | Rtt109 HAT inh | Wnt bcat act | PvdQ inh | MITF act | dFosB activator | HTR5A ag |
| --- | --- | --- | --- | --- | --- | --- | --- | --- | --- | --- |
| Cc1ccc2c(c1)N(CC(=O)NC1CCC(C)CC1)C(=O)c1cccnc1O2 (stereo not drawn) | 2 | 19 | 0.8 | -19 | 20 | 6 | 2 | 4 | -12 | -1 |
| CC1(C)C/C(=N/Nc2ccc([N+](=O)[O-])cc2[N+](=O)[O-])C(C)(C)O1 | -1 | 6 | 1.1 | -6 | -1 | 0 | -6 | -11 | -3 | -7 |
| COC(=O)c1ccc(CNC(=O)CCC(=O)N2CCOCC2)cc1 | 11 | -2 | -4.8 | 2 | 0 | 0 | -4 | -2 | 2 | 0 |

3 structures from above, ordered by SMILES length, rising:
SMILES	RTF Ca sens act	SR-BI DiI-HDL act	CDK5 inh	SR-BI DiI inh	Rtt109 HAT inh	Wnt bcat act	PvdQ inh	MITF act	dFosB activator	HTR5A ag
CC1(C)C=C(c2ccc(C=O)s2)CC(C)(C)N1	-5	7	0.0	-7	-20	nt	-10	-4	-1	1
CC(=O)Nc1ccc(NC(=O)CC(C)n2ccnc2)cc1 (stereo not drawn)	-3	10	0.2	-10	0	-1	-7	0	4	-1
CCN(Cc1ccccc1)C(c1cc2ccc(C)cc2[nH]c1=O)c1nnnn1CCOC (stereo not drawn)	-2	20	0.1	-20	nt	nt	5	nt	-6	1

Molecules listed so far with a thiophene ring, fused or not:
SMILES	RTF Ca sens act	SR-BI DiI-HDL act	CDK5 inh	SR-BI DiI inh	Rtt109 HAT inh	Wnt bcat act	PvdQ inh	MITF act	dFosB activator	HTR5A ag
O=C(CSc1nc(-c2cccs2)cc(C(F)(F)F)n1)Nc1cc(OCC(F)(F)C(F)F)cc([N+](=O)[O-])c1	12	-55	2.0	55	8	nt	0	0	4	2
CC1(C)C=C(c2ccc(C=O)s2)CC(C)(C)N1	-5	7	0.0	-7	-20	nt	-10	-4	-1	1

Next structures follow:
SMILES	RTF Ca sens act	SR-BI DiI-HDL act	CDK5 inh	SR-BI DiI inh	Rtt109 HAT inh	Wnt bcat act	PvdQ inh	MITF act	dFosB activator	HTR5A ag
O=CN1CCN(C(=O)c2cccc3c2-c2ccccc2C3=O)CC1	-3	17	1.2	-17	1	-1	-16	-2	1	0
O=C(O)c1[nH]c2ccccc2c1C(c1cccc(O)c1)c1c(C(=O)O)[nH]c2ccccc12	0	11	-4.5	-11	0	-3	-5	-12	4	-4
CCCCCn1c(=O)c(-c2nc3ccccc3[nH]2)c(O)c2ccccc21	nt	-95	0.3	95*	-20	9	-17	-13	-6	nt
CC(=O)c1cn(C)c(=O)[nH]c1=O	nt	18	-1.2	-18	8	-2	2	0	5	nt
COC(=O)c1sc(=S)n(Cc2ccccc2)c1C	7	7	-2.3	-7	0	2	-4	nt	-9	-5
Cc1ccc(-c2nc(SCC(=O)Nc3cc(S(=O)(=O)N4CCCCC4)ccc3Cl)n[nH]2)cc1	-2	-33	0.9	33	2	nt	-22	3	-12	0
COc1ccc(NC(=O)CSc2ncnc3c2cnn3Cc2ccccc2)cc1OC	5	-14	1.3	14	-2	nt	-10	nt	-4	5
COc1ccc(-c2nn(-c3ccccc3)cc2CNC(=O)c2cccc([N+](=O)[O-])c2)cc1	-2	-55	-0.2	55	0	-6	-7	1	0	2
COc1ccc(OC)c(CNC(=O)CCS(=O)(=O)c2ccc3c(c2)oc(=O)n3C)c1	-2	19	0.4	-19	-1	-2	-9	7	-8	9
CCC(C)[C@H](NC(=O)N1CC(=O)Nc2ccccc21)C(=O)N1CCC[C@@H]1C(=O)O (stereo partly drawn)	6	25	-0.2	-25	4	-1	-16	4	2	1
CC(C)[C@H](NC(=O)c1ccccc1Cl)C(=O)OCc1cc([N+](=O)[O-])cc2c1OCOC2	0	-8	0.9	8	-3	-5	-8	20	1	-1
COC(=O)c1ccc(NC(=O)COc2ccc(S(=O)(=O)NC(C)(C)C)cc2)cc1	-3	-36	-1.0	36	nt	-3	-14	0	0	-1
O=S(=O)(N1CCCCC1)N1CCN(CC(O)COc2ccc3cc(Br)ccc3c2)CC1 (stereo not drawn)	5	-56	-1.0	56	-7	nt	-9	-16	-6	3
CCCCN(C(=O)CN1C(=O)C2CCCCC2C1=O)c1c(N)n(Cc2ccccc2)c(=O)[nH]c1=O (stereo not drawn)	-3	6	0.5	-6	2	1	-4	-4	-2	6
